Assay outcomes: PubChem, Johns Hopkins Ion Channel Center
ANO1 activ: activators or potentiators of mouse TMEM16A chloride channel; B-score at 10 µM; Q8BHY3; HEK293 TMEM16A/YFP-H148Q/I152L, iodide quench fluorescence; hits give low values; 0.3% of 340,000 active; AID 623877;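 active means fluorescence-ratio B-score plate-corrected deviation score at least 3 library SD below zero, with starting fluorescence score within 5 deviations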;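 further: channel opened by trigger with iodide after compound preincubation; score built on the fluorescence ratio of max minus min over baseline; more negative score means more quench and so TMEM16A activation or potentiation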
TRPC4 potent: allosteric potentiators of mouse TRPC4 channel; Q9QUQ5; HEK293 TRPC4beta/mu-opioid, DAMGO EC20, Fluo-4 Ca2+ flux; hits give high values; B-score at 10 µM; 0.42% of 310,000 active; AID 2227;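 active means B-score of calcium response area above 5 SD of library B-scores, with initial fluorescence ratio within 5 SD of library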;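 further: B-score of integrated fluorescence ratio over time as area under calcium response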
TRPC4 agonist: activators of mouse TRPC4 channel | Q9QUQ5 | HEK293 TRPC4beta/mu-opioid, Fluo4 calcium fluorescence; hits give high values | B-score at 10 µM | 0.49% of 310,000 active;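 active means B-score above 5 SD of library B-scores, and initial fluorescence ratio not above library mean plus 5 SD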;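 further: positive B-score marks a calcium rise read as TRPC4 activation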
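Test system: HEK293 cells stably co-expressing mouse TRPC4beta and mu-opioid receptor | Schedule: Fluo4 dye loading 45 min at room temperature, 110 s recording | Measured by: Kinetic Fluo4 calcium fluorescence, 5 s baseline at 1 Hz | Evaluation: B score of integrated ratio | Controls: Buffer (low) and maximal DAMGO (high)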
TRPC6 inh: blocks the mouse TRPC6 cation channel. Q61143. 1.1% of 310,000 active. B-score at 10 µM. HEK293-TRPC6, membrane potential dye, ACh-evoked depolarization; hits give low values;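 active means B-score under library mean minus 3 SD, initial fluorescence not abnormally high, positive integrated signal ratio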;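 further: B-score derived from integrated fluorescence ratio over the kinetic read; more negative B-score means stronger inhibition of depolarization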
Target sequence (Q61143 whole entry, looked up): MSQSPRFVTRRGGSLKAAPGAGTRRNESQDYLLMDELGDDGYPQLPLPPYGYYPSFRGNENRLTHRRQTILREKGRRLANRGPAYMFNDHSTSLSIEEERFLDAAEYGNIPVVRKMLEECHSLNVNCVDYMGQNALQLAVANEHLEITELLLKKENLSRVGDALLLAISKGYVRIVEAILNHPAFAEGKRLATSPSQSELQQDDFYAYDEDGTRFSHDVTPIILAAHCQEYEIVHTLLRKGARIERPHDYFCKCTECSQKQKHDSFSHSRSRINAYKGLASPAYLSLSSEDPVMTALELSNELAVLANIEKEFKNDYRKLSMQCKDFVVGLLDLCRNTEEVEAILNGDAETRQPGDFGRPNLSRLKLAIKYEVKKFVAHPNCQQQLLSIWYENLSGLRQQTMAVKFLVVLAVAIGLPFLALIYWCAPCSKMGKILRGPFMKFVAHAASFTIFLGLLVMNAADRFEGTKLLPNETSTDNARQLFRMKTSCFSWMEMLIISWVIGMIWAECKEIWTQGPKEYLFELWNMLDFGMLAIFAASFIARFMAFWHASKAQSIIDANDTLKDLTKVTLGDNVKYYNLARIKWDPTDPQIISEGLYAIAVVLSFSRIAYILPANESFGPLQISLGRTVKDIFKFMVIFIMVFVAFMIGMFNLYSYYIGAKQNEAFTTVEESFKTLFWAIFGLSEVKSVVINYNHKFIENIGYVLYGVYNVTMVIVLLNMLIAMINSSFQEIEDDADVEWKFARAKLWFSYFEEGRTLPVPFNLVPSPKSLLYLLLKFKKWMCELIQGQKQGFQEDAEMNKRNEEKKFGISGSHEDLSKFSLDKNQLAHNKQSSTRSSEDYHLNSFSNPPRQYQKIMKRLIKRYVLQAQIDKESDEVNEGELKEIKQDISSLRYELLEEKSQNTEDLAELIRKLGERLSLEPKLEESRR
TRPC6 act: activates the mouse TRPC6 cation channel | Q61143 | HEK293-TRPC6 membrane potential dye fluorescence; hits give high values | B-score at 10 µM | 0.13% of 310,000 active;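 active means B-score of the integrated fluorescence ratio above library mean plus 3 SD, and starting fluorescence ratio within library mean plus 5 SD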;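 further: higher score means more depolarization so channel activation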
ANO1 block: inhibitors of mouse TMEM16A calcium-activated chloride channel; HEK293 TMEM16A/YFP iodide influx fluorescence, ionomycin; normalized B-score (activity score, 25-100; higher = stronger inhibition) at 10 µM; 1.2% of 310,000 active; AID 588511;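 active means ratio plate-corrected score three or more library SD toward inhibition, starting fluorescence score within five deviations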;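 further: score derived from kinetic fluorescence span divided by baseline fluorescence per well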
MrgX1 agonist: activates human MrgX1 receptor signaling | MrgX1-HEK293 cells, Fluo-4 calcium fluorescence, agonist mode; hits give high values | AID 588627 | 0.44% of 310,000 active | B-score at 10 µM;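 active means calcium response B-score plate-corrected fluorescence ratio at least 3 library SD, with starting fluorescence B-score inside 5 SD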
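Test system: HEK293 cells stably expressing human MrgX1 receptor; Input: fifteen thousand cells per well; Dosing: compound delivered in addition one of three; Schedule: overnight seeding, then 1 h dark dye loading; Technique: Fluo-4 NW calcium fluorescence; Measure: B-scored fluorescence response ratio; Controls: positive and negative controls per plate.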
RGS4 inh: human RGS4 inhibition; HEK293 M3R/RGS4 inducible, Fluo-4 calcium flux; hits give high values; triggered by carbachol at its EC20; P49798; AID 463165; 0.45% of 310,000 active; B-score at 10 µM;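 active means B-score, a plate-corrected calcium signal, over three deviations above library mean, with baseline fluorescence within five deviations of library mean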;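 further: RGS4 expression induced by doxycycline in cells with stable M3 receptor; B-score is computed from the integrated fluorescence ratio over baseline after carbachol; higher B-score means a larger calcium signal and so more RGS4 inhibition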
Target sequence (P49798 whole entry, looked up): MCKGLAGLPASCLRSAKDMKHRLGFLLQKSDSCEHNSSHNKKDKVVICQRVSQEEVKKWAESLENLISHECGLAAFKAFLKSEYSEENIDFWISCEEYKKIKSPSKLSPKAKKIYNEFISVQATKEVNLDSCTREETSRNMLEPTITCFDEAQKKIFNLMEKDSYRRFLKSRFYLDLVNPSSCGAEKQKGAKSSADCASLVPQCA
MrgX1 antagonist: blocks BAM8-22 activation of human MrgX1 receptor; Q96LB2; MRGX1-HEK293 calcium flux, Fluo-4, BAM8-22 antagonism; hits give low values; B-score at 10 µM; 1.3% of 310,000 active; AID 588676;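 active means calcium-response B-score plate-corrected more than 3 library SD below zero, starting fluorescence within 5 deviations, no agonist response on first addition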;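 further: peak minus trough fluorescence over baseline after final BAM8-22 challenge near maximal dose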
MrgX1 allo act: human MrgX1 positive allosteric modulation, primary screen; MrgX1-HEK293, Fluo-4 calcium flux, FDSS; hits give high values; B-score at 10 µM; AID 588675; 0.63% of 310,000 active;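 active means plate-corrected calcium response at least 3 library SD above typical, normal starting fluorescence, not activating the receptor alone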;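 further: compound read alongside a low EC10 to EC30 dose of BAM8-22 agonist; peak minus trough fluorescence over baseline measured at the second addition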
TRPC4 block: TRPC4 (mouse) channel inhibition; HEK293 TRPC4beta/mu-opioid, DAMGO-evoked Fluo4 calcium flux; hits give low values; B-score at 10 µM; 0.39% of 300,000 active; AID 2247;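 active means B-score over 3 SD under the library average, no early fluorescence shift, positive overall ratio signal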
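Material: HEK293 cells with stable TRPC4beta plus mu-opioid receptor expression; probe or stimulus: DAMGO in two steps, submaximal then maximal; technique: Fluo4 calcium fluorescence by kinetic imaging, 5 s 1 Hz baseline; measure: integrated fluorescence ratio relative to baseline, converted to per-well B score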
The depositor's hits bear a star; i = inactive; · = no result given.

Results follow in this order: ANO1 activ | TRPC4 potent | TRPC4 agonist | TRPC6 inh | TRPC6 act | ANO1 block | MrgX1 agonist | RGS4 inh | MrgX1 antagonist | MrgX1 allo act | TRPC4 block
1: CCC1Oc2ccccc2N(CC(=O)NCCC2=CCCCC2)C1=O (stereo not given)
  i | i | i | i | i | i | i | i | i | i | i
2: O=C(Nc1cc(Sc2ccccn2)cc([N+](=O)[O-])c1)c1ccc(Cl)cc1
  i | i | i | i | i | i | i | i | -6.1* | i | i
3: COc1ccc(N2C(=O)CC(N3CCN(c4ccc(C(=O)c5cccnc5)cc4)CC3)C2=O)cc1 (stereo not given)
  i | i | i | i | i | i | i | i | i | i | i
4: COc1ccc(Nc2nc(N3CCCC3)nc3ccccc23)c(OC)c1
  i | i | i | i | i | i | i | i | i | i | i
5: COc1cccc(-c2csc(N3CCN(C(=S)NCC(C)C)CC3)n2)c1
  i | i | i | i | i | i | i | i | i | i | i
6: CC(=O)Nc1ccc(S(=O)(=O)NC(=O)C23CC4CC(CC(C4)C2)C3)cc1
  i | i | i | i | i | i | i | i | i | i | i
7: Cn1c(CNC(=O)c2ccccc2F)cc2ccccc21
  i | i | i | i | i | i | i | i | i | i | i
8: CS(=O)(=O)c1ccc(Cl)c(NC(=O)COC(=O)c2c(Cl)cccc2Cl)c1
  i | i | i | i | i | i | i | i | i | i | i
9: COc1cccc(CNc2nc(C(F)(F)F)nc3ccccc23)c1
  i | i | i | i | i | i | i | i | i | i | i
10: N#C/C(=C\c1c(N2CCN(c3ccccc3)CC2)nc2ccccn2c1=O)S(=O)(=O)c1ccccc1
  i | i | i | i | i | i | i | i | i | i | i
11: COc1ccc([C@@H]2[C@@H]3C(=O)N(C(C)(C)C)C(=O)[C@@H]3[C@]3(Cc4ccccc4)C(=O)N(c4ccc(C(F)(F)F)cc4)C(=O)N23)cc1
  i | i | i | i | i | i | i | i | i | i | i
12: O=C(C1CC1)N1CCC(C(O)(c2ccccc2)c2ccccc2)CC1
  i | i | i | i | i | i | i | i | i | i | i
13: CC(c1ccccc1)N(NC(=O)C(O)(c1ccccc1)c1ccccc1)C(=O)c1ccccc1 (stereo not given)
  i | i | i | i | i | i | i | i | i | i | i
14: O=C(NCCCn1ccnc1)/C(=C\c1cccnc1)NC(=O)c1ccccc1F
  i | i | i | i | i | i | i | i | i | i | i
15: COc1cc2c(cc1OC)CN(C(=O)CCc1c[nH]c3ccccc13)[C@H](C(=O)O)C2
  i | i | i | i | i | i | i | i | i | i | i
16: CCCCOc1ccc(N=Nc2ccc(N)nc2N)cn1
  i | i | i | i | i | i | i | i | i | i | i
17: CCOC(=O)N1CCN(C(=O)CS(=O)Cc2nc(-c3ccc(OC)c(OC)c3)oc2C)CC1 (stereo not given)
  i | i | i | i | i | i | i | i | i | i | i
18: Cc1ccn2c(NC3CCCC3)c(-c3cccs3)nc2c1
  i | i | i | i | i | i | i | i | i | i | -6*
19: CCOc1ccc(NC(=O)N2CCC(NC(=O)c3ccco3)CC2)cc1
  i | i | i | i | i | i | i | i | i | i | i
20: Cc1cc(C)n(CC(=O)c2ccccc2)c(=O)c1C#N
  i | i | i | i | i | 100* | i | i | i | i | i
21: Cc1ccc(CNC(=O)COC(=O)c2c(C)noc2C)cc1
  i | i | i | i | i | i | i | i | i | i | i
22: COc1ccc(CCNC(=O)COc2ccc(S(=O)(=O)NC(C)C)cc2Cl)cc1OC
  i | i | i | i | i | i | i | i | i | i | i
23: O=C(Nc1cccc(OCC(=O)N2CCOCC2)c1)C1CCCCC1
  i | i | i | i | i | i | i | i | i | i | i
24: CCOc1cc2[nH]c(=S)n(Cc3ccc(C(=O)NCCCN4CCOCC4)cc3)c(=O)c2cc1OCC
  i | i | i | i | i | i | i | i | i | i | i
25: Cc1cc(N2CCC(C)CC2)nc2ccc(N3C(=O)CCC3=O)cc12
  i | i | i | i | i | i | i | i | i | i | i
26: O=C(O)CCC(=O)Nc1ccc(N2CCOCC2)cc1
  i | i | i | i | i | i | i | i | i | i | i
27: O=C(O)c1sc2cc(C(F)(F)F)cnc2c1-c1ccccn1
  i | i | i | i | i | i | i | i | i | i | i
28: O=C(NCCCn1ccnc1)c1ccc(Cl)cc1[N+](=O)[O-]
  i | i | i | i | i | i | i | i | i | i | i
29: Cc1nc(Nc2ccccc2Br)c2nnn(Cc3ccccc3)c2n1
  i | i | i | i | i | i | i | i | i | i | i
30: Cc1ccc(S(=O)(=O)Nc2ccc(C(=O)N3CCCC3)cc2)cc1
  i | i | i | i | i | i | i | i | i | i | i
31: C/C(=N\Nc1cccc([N+](=O)[O-])c1)c1cc(F)ccc1O
  i | i | i | i | i | i | i | i | i | i | i
32: CCN(CC)CCNC(=O)c1ccccc1C(=O)c1ncc[nH]1
  i | i | i | i | i | i | i | i | i | i | i
33: COc1cccc(OC)c1C(=O)NC(=O)Nc1c(F)cc(F)cc1F
  i | i | i | i | i | i | i | i | i | i | i
34: Cc1cc(C)n(CCc2nc(-c3cccs3)cs2)n1
  i | i | i | i | i | i | i | i | i | i | i
35: CCC(=O)NCCc1nc2ccccc2n1CC
  i | i | i | i | i | i | i | i | i | i | i
36: COc1ccc(CNC(=O)c2cc(-c3ccc(OC)c(OC)c3)on2)cc1
  i | i | i | i | i | i | i | i | i | i | i
37: COc1ccc(Cl)cc1NC(=O)CC1S/C(=N/N=C2CCCCCC2)NC1=O (stereo not given)
  i | i | i | i | i | i | i | i | i | i | i
38: COc1ccc(CCCc2nnc(SCC(=O)Nc3ccc(OC)cc3)o2)cc1
  i | i | i | i | i | i | i | i | i | i | i
39: Cc1cc(NC(=O)CSc2nc(-c3ccc(Cl)cc3)cs2)no1
  i | i | i | i | i | i | i | i | i | i | i
40: CC(=O)c1cccc(NC(=S)N2CCN(S(=O)(=O)c3ccc(F)cc3)CC2)c1
  i | i | i | i | i | i | i | i | i | i | i
41: Cc1cccc(CN2C(=O)c3ccccc3S(=O)(=O)c3ccc(C(=O)NCCCN4CCCC4)cc32)c1
  i | i | i | -5.1* | i | i | i | i | i | i | i
42: COc1ccccc1C1CC(c2ccccc2)=NN1S(=O)(=O)c1ccccc1 (stereo not given)
  i | i | i | i | i | i | i | i | i | i | i
43: COc1ccc(CN2CCN(C(C)C)C(CCO)C2)cc1Cn1cncn1 (stereo not given)
  i | i | i | i | i | i | i | i | i | i | i
44: COc1ccccc1NS(=O)(=O)c1cccc2cccnc12
  i | i | i | i | i | i | i | i | i | i | i
45: CC(C)NC(=O)CS(=O)(=O)c1ccccc1
  i | i | i | i | i | i | i | i | i | i | i
46: COC(=O)c1sccc1NC(=O)c1c(C)cc(=O)oc1C
  i | i | i | i | i | i | i | i | i | i | i
47: CC(=O)OCC(=O)Nc1ccccc1C
  i | i | i | i | i | i | i | i | i | i | i
48: CCNC(=S)NNc1nc(N2CCOCC2)nc(N2CCOCC2)n1
  i | i | i | i | i | i | i | i | i | i | i
49: O=C(c1ccccc1)c1nccc2ccccc12
  i | i | i | i | i | i | i | i | i | i | i
50: Cc1ccn2c(=O)c(C(=O)NC3CCCCC3C)c(O)nc2c1 (stereo not given)
  i | i | i | i | i | i | i | i | i | 9.3* | i
51: O=C(CCC(=O)N1CCOc2ccc(Cl)cc21)NCCCN1CCOCC1
  i | i | i | i | i | i | i | i | i | i | i
52: CCOC(=O)c1c(N)sc(C(O)(C(F)(F)F)C(F)(F)F)c1-c1ccc(OC)cc1OC
  i | i | i | i | i | i | i | i | i | i | i
53: O=C(c1cc(F)c(F)c(F)c1F)N1CCN(Cc2ccc3c(c2)OCO3)CC1
  · | i | i | i | i | i | i | i | i | i | i
54: CN(C)S(=O)(=O)c1cccc(NC(=S)NC23CC4CC(CC(C4)C2)C3)c1
  i | i | i | i | i | i | i | i | i | i | i
55: Cn1c(=O)oc2cc(S(=O)(=O)Nc3ccc4c(c3)OCO4)ccc21
  i | i | i | i | i | i | i | i | i | i | i
56: Cn1c(NCCN2CCCCC2)cc(=O)n(C)c1=O
  i | i | i | i | i | i | i | i | i | i | i
57: CSc1ncc(C(=O)Nc2cccc(C)c2C)c(C)n1
  i | i | i | i | i | i | i | i | i | i | i
58: CC(=O)c1ccc(-c2nnc(CCC(=O)N(C)Cc3cnc4ccccn34)o2)s1
  i | i | i | i | i | i | i | i | i | i | i
59: Cc1cc(Br)ccc1NC(=O)CN1C(=O)CCC1=O
  i | i | i | i | i | i | i | i | i | i | i
60: OCc1nc2ccccc2n1C/C=C/c1ccccc1
  i | i | i | i | i | i | i | i | i | i | i

Other compounds
Results follow in this order: ANO1 activ | TRPC4 potent | TRPC4 agonist | TRPC6 inh | TRPC6 act | ANO1 block | MrgX1 agonist | RGS4 inh | MrgX1 antagonist | MrgX1 allo act | TRPC4 block
61: CCOC(=O)CSc1nc(-c2ccccc2)nc2ccc(F)cc12
  i | i | i | i | i | i | i | i | i | i | i
62: Cc1sc(NC(=O)CN2CCOCC2)c(C#N)c1C
  i | i | i | i | i | i | i | i | i | i | i
63: Cc1cc(OC(C)C(=O)NCCCN2CCOCC2)ccc1Cl (stereo not given)
  i | i | i | i | i | i | i | i | i | i | i
64: CC(C)(C)CN1CCNC(=O)C1CC(=O)NCCc1ccccc1C(F)(F)F (stereo not given)
  i | i | i | i | i | i | i | i | i | i | i
65: O=C(COc1cccnc1[N+](=O)[O-])Nc1ccc2c(c1)CCC2
  i | i | i | i | i | i | i | i | i | i | i
66: Cn1cccc1/C=N/NC(=O)c1ccco1
  i | i | i | i | i | i | i | i | i | i | i
67: Cc1cccc(NC(=O)NCC2CCN(c3ccc(S(=O)(=O)N4CCOCC4)cc3)CC2)c1
  i | i | i | i | i | i | i | i | i | i | i
68: Fc1cccc(NC(=S)NCC(c2cccnc2)N2CCOCC2)c1 (stereo not given)
  i | i | i | i | i | i | i | i | i | i | i
69: COc1ccc(C(=S)N2CCOCC2)cc1OC(=O)c1cc([N+](=O)[O-])c(C)c([N+](=O)[O-])c1
  i | i | i | i | i | i | i | i | i | i | i
70: CCOc1cc(CNn2c(C)nnc2SCC(=O)NC(C)(C)C)ccc1OCC(=O)NC(C)(C)C
  i | i | i | i | i | i | i | i | i | i | i

Outcome played no part in choosing rows. Share with any hit: about 5.8%.
